# High-throughput results from PubChem BioAssay.
# RECQ1 inh – inhibitors of human RECQ1 DNA helicase; RECQ1 DNA unwinding, red fluorescence kinetic read; AID 2549; Potency, µM (doses to about 57.3 µM), inactives show at the top dose activity, negative = inhibition, usual class: inhibitors; actives 0.54% (n = 240,000);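 further: plate controls were vehicle for no effect and no enzyme for full effect; nearly all actives have a fitted effect of over 30% in size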
# Target sequence (P46063 whole entry, looked up): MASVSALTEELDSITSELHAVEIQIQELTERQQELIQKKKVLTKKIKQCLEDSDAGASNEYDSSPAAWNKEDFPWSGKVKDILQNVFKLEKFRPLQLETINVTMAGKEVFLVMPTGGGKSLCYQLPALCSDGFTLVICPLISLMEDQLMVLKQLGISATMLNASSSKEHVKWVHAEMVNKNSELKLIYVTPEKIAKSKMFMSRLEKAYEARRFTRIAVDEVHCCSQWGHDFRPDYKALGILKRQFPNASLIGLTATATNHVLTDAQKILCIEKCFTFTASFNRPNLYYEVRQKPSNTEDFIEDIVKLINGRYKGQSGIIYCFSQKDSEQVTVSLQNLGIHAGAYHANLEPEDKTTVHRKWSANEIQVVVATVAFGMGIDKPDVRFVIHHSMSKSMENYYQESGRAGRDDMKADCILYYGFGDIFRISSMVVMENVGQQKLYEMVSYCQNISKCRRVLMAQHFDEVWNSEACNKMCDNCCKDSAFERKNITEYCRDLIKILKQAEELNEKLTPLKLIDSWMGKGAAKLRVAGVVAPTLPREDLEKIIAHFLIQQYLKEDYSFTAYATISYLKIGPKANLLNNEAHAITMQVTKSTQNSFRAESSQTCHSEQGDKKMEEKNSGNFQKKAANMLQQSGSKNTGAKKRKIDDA
#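 50 nM RECQ1T1 preincubated 15 min with compound in Tris pH 8.0 buffer with MgCl2, DTT, Tween-20 and 2.5 ug/ml poly(dI-dC); started with 200 nM TAMRA/BHQ-2 forked duplex and 2 mM ATP. Unwinding read as fluorescence (525/598 nm), two reads 2 h apart.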
# Tau FP inhib – tau fibrillization inhibition (FP); P10636; K18 P301L tau heparin fibrillization, Alexa594 FP, 6 h; Potency, µM (doses to about 57.7 µM), for the others: top-dose activity, negative = inhibition, usual class: inhibitors; actives 0.39% (n = 280,000); AID 1468; further: on the % scale 0 is the no-effect control and ±100 the full control effect; nearly all actives have a fitted effect of over 55% in size
# Target sequence (P10636 561-689 P618L limits assumed): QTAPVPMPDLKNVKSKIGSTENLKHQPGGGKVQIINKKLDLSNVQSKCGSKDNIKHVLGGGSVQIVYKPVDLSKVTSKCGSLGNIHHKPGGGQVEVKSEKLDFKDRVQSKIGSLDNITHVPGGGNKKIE
#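 K18 P301L tau (15 uM unlabeled/0.24 uM Alexa 594-labeled, final) + compound + heparin 20 uM final; 100 mM NaOAc pH 7; 6 hr 37 C; ThT 30 uM final added, 1 hr RT; FP ex 555/em 632 nm.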
# L3MBTL1 inh – inhibitors of human L3MBTL1. actives 0.66% (n = 230,000). Potency, µM (highest dose often 57.1 µM), for the others: at the top dose activity, negative = inhibition, usual class: inhibitors. AlphaScreen L3MBTL1–H3K9me1 peptide binding; further: on the % scale 0 is the no-effect control and ±100 the full control effect; nearly all actives have a fitted effect of over 60% in size
#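 AlphaScreen assay: L3MBTL1 (50 nM final) was preincubated 30 min at room temperature with biotinylated H3(1-15)K9me1 peptide (75 nM final), then 30 min with library compounds; streptavidin donor and nickel chelate acceptor beads (10 ug/mL final) added, 30 min dark.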
# HTT ATP protect – Huntington cell model cytoprotection by ATP luminescence; actives 0.14% (n = 230,000); Potency, µM (top dose mostly 56.4 µM), without a hit: cytoprotection (ATP increase), hits mostly activators; PC12 HTT-Q103 induced, cytoprotection, ATP luminescence, 40 h; AID 1471;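 further: % of control where 0% means no effect; nearly all actives have a fitted effect of over 45% in size; toxic huntingtin expression switched on by the ecdysone agonist tebufenozide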
#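 Compounds added alongside 100 nM tebufenozide, which induces toxic Q103 huntingtin exon 1-GFP in stable PC12 cells; surviving cells quantified by luminescent ATP measurement. Medium: phenol red-free DMEM, 5% equine and 5% calf serum.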
# TRb-SRC2 inh – TRbeta-SRC2 interaction inhibition | P10828 | TRbeta-SRC2 peptide binding, fluorescence polarization; receptor liganded with 1 µM T3 | Potency, µM (highest dose often 106 µM), inactives show top-dose activity change, negative = inhibition, usual class: inhibitors | actives 0.065% (n = 280,000) | AID 1469;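 further: plate controls were bound peptide for no effect and peptide without receptor for full effect; nearly all actives have a fitted effect of over 50% in size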
#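 Read-out is fluorescence polarization (555 nm excitation, 632 nm emission) of a Texas Red SRC2 coactivator peptide; loss of signal reflects blocked binding to human TRb ligand-binding domain in the presence of 1 uM T3.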
# TexasRed fluor – alters Texas Red total fluorescence, flagging assay interference; TRb/SRC2 Texas Red total fluorescence interference; Potency, µM (series often up to 106 µM), for the others: at the top dose fluorescence change, negative = quenching; actives 0.29% (n = 280,000); active means well fitted curve in either direction with a large enough effect; inconclusive means small, poorly fitted or top-dose-only effect; further: on the % scale 0 is the no-effect control and ±100 the full control effect
#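 Human TRβ ligand-binding domain (0.6 uM) and Texas Red SRC2 peptide (20 nM) in Tris buffer with 1 uM T3 and 5% DMSO were incubated with pinned compound for 5 hr at ambient temperature. Total fluorescence was computed as S + 2P (555/632 nm).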
# Tau fluor counter – counter-screen for tau fibril formation inhibitors | tau K18 P301L Alexa594 fluorescence, heparin fibrillization | actives 0.93% (n = 280,000) | Potency, µM (highest dose often 57.7 µM), for the others: at the highest dose activity change, negative = decrease | AID 1463; further: on the % scale 0 is the no-effect control and ±100 the full control effect; nearly all actives have a fitted effect of over 55% in size
#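 Human tau K18 P301L (15 uM unlabeled, 0.24 uM Alexa 594-labeled) in 100 mM sodium acetate pH 7 with 20 uM heparin, 6 hr at 37 C. ThT 30 uM added, 1 hr ambient; Alexa 594 FP and total fluorescence read at 555/632 nm.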
# Tau fibril ThT – tau fibrillization inhibition (ThT binding); P10636; recombinant tau K18 P301L (four-repeat tau fragment), heparin-induced fibrillization, ThT fluorescence; Potency, µM (titrated, usually from 57.4 µM), for inactives: top-dose activity, negative = inhibition, usual class: inhibitors; actives 2.1% (n = 270,000); AID 1460; further: on the % scale 0 is the no-effect control and ±100 the full control effect; nearly all actives have a fitted effect of over 55% in size
#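 K18 P301L tau (15 uM + 0.24 uM Alexa 594-tagged), heparin 20 uM, NaOAc pH 7, 6 h 37 C; ThT 30 uM, 1 h RT, ex 450/em 510 nm.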
# * marks the source's active call; other numbers are inactive results; i = inactive; u = inconclusive; x = no result given; [ ] = dose if it differs, or a comment. Unless noted, the call rests on the fitted dose curve; in most records, active means well fitted curve in the direction sought with a large enough effect; inconclusive means small, poorly fitted or top-dose-only effect, or another doubt; inactive means no such curve, though single readings can be large; an effect the other way counts as inactive or inconclusive. Potency means the concentration at half of the fitted maximal effect. Only part of the results is shown; rates above refer to the full screens.
# Every second line gives: Tau FP inhib | L3MBTL1 inh | TexasRed fluor | RECQ1 inh | TRb-SRC2 inh | HTT ATP protect | Tau fibril ThT | Tau fluor counter
CCn1cc(C(=O)Nc2cccc(C(=O)OC)c2)c(=O)c2ccc(C)nc21
  -2.5% | x | 2.4% | i | -9.1% | 1.5% | 1.5% | -3.6%
Cc1ccc(-n2ncc3c(NCCCn4ccnc4)ncnc32)cc1Cl
  u | x | -1.3% | x | 4.6% | x | 0.4% | u
COC(=O)c1sc2nc(-c3ccccc3)c3c(c2c1N)CCCC3
  6.7% | 4.8% | -0.2% | -1.9% | 2.1% | 9.7% | -4.7% | 0.2%
Cc1cc(S(=O)(=O)NCC(c2ccco2)S(=O)(=O)c2cccs2)ccc1F (configuration not stated)
  -4.5% | x | -1.1% | x | 2.6% | x | -1.0% | -9.7%
CCC(c1nnnn1Cc1ccc2c(c1)OCO2)N1CCN(c2ccccc2)CC1 (configuration not stated)
  7.1% | x | -1.3% | -0.2% | -3.8% | -11.6% | -15.8% | -18.5%
COc1cc(C(=O)Nc2nncs2)cc(OC)c1OC
  -3.0% | 2.0% | 2.2% | i | 2.4% | -4.4% | 1.2% | 0.1%
O=C(Nc1ccc(Cl)c([N+](=O)[O-])c1)C(Sc1ccccc1)c1ccccc1 (configuration not stated)
  -5.0% | -0.9% | -0.3% | -5.0% | 3.6% | -1.2%[10 µM] | 2.0% | -4.1%
CCOC(=O)c1nnn(-c2nc(OC)nc(N3CCCC3)n2)c1-c1ccccc1
  0.4% | 6.8% | 1.3% | -3.9% | 3.2% | -15.2% | u | -16.2%
O=C(CCN1CCOCC1)c1ccc(Br)cc1
  17.2% | 3.5% | 0.7% | -9.3% | -14.5% | 14.3%[10 µM] | u | 5.6%
CCC(C(=O)NCCc1ccc(SC)cc1)n1nc(C)c2c(C)n(-c3ccc(C)cc3)nc2c1=O (configuration not stated)
  -2.1% | x | 0.5% | x | -3.6% | x | 2.1% | 8.0%
N#Cc1ccccc1OCC(=O)N1CCc2ccccc2C1
  6.1% | 2.3% | -2.7% | -2.3% | -1.3% | -44.1%[inhibitor] | -1.2% | -4.2%
CCCCn1c(=N)n(CC(=O)c2ccco2)c2ccccc21
  7.0% | -2.0% | -1.3% | -4.3% | -13.1% | -5.1% | 0.1% | -4.8%
COc1cccc(CNC(=O)CCCn2c(=O)c3cccn3c3ccc(F)cc32)c1OC
  -9.1% | x | 1.7% | x | 0.8% | x | 7.3% | -9.4%
C=CCOC(=O)/C(=C\c1cccc2ccccc12)NC(=O)c1ccccc1
  -0.1% | 7.1% | -1.7% | -14.2% | -5.4% | 2.9% | -2.0% | -15.8%
Clc1ccc(Nc2ccc(-n3ccnc3)nn2)cc1Cl
  u | -7.6% | -1.1% | -6.2% | 11.7% | -58.1%[inhibitor] | 1.0% | 12.6µM*[quencher]
Cc1nccn1CCCNCc1c(C(=O)N2CCCCCCC2)nc2ccc(Cl)cn12
  0.6% | -7.1% | 0.3% | -7.3% | -2.7% | -11.3% | -7.7% | 1.3%
CCOc1ccc2nc(SCC(=O)c3ccc(C)s3)sc2c1
  -10.6% | x | -7.7% | i | 2.1% | -8.3%[10 µM] | u | u
O=C1Cc2ccccc2C(=O)N1Cc1ccccc1
  0.0% | x | 2.7% | -3.0% | 1.0% | -20.6% | u | -15.4%
O=C(c1cc2ccccc2o1)n1nnc2ccccc21
  7.1% | 6.7% | 0.4% | -7.9% | -2.4% | 3.3%[10 µM] | -1.0% | 4.4%
COc1ccccc1NC(=O)CSc1nc(O)cc(=O)[nH]1
  -1.5% | 3.6% | -2.3% | 4.6% | -22.0% | -16.4%[10 µM] | u | -6.5%
COC(=O)Nc1ccc(Cn2cc(C(F)(F)F)ccc2=O)cc1
  1.8% | 54.9% | -3.7% | -11.9% | -11.0% | -10.2%[10 µM] | -12.5% | -7.0%
O=c1cc(O)nc(SCc2ccccc2)n1-c1ccc(Cl)cc1
  -3.5% | 4.4% | 0.7% | -11.5% | -1.7% | x | -10.9% | -4.5%
COc1ccc(Cl)cc1S(=O)(=O)N1CCC(O)(c2ccc(Cl)cc2)CC1
  u | -5.4% | -1.2% | -3.4% | 2.7% | -10.2%[10 µM] | -1.6% | -15.4%
CC(=O)N1c2ccccc2C(=O)C1N1CCN(c2cccc(C(F)(F)F)c2)CC1 (configuration not stated)
  -2.4% | x | -1.1% | x | 2.7% | x | -11.3% | -28.8%
COc1ccc(/C(N)=N/OC(=O)c2cccc([N+](=O)[O-])c2)cc1
  u | x | -2.9% | -4.8% | 3.8% | 15.1%[10 µM] | -29.2% | -21.9%
Cc1cc(=O)oc(C)c1C(=O)NCCCN1CCN(c2ccccc2F)CC1
  3.4% | -7.5% | -1.5% | -16.8% | -0.2% | 4.5%[10 µM] | -17.0% | -13.7%
Cc1nn(-c2ccc(F)cc2)c2nc(N)c(C#N)c(-c3cccs3)c12
  -5.8% | 19.9% | 0.1% | -13.7% | -8.5% | -16.4%[0.074 µM] | -10.1% | 4.8%
O=c1c2ccccc2nc2n1C(CSc1ccc(F)cc1)CS2 (configuration not stated)
  8.2% | -0.2% | -1.2% | -1.8% | 1.0% | -33.8% | 3.5% | 6.3%
COC(=O)c1[nH]c2ccc(C)cc2c1NC(=O)C1=COCCO1
  9.0% | x | -2.4% | i | -1.8% | -29.3%[0.074 µM] | -16.5% | -11.3%
O=C(N/N=C1\CCCc2c1[nH]c1ccc(Cl)cc21)c1ccncc1
  12.7% | 1.2% | -4.5% | -9.9% | 1.2% | -66.5%[inhibitor] | u | -29.5%
O=C(O)c1cccc(Nc2nc(N3CCOCC3)nc(N3CCOCC3)n2)c1
  1.2% | 14.8% | 0.5% | -15.1% | -3.8% | -6.7%[0.074 µM] | -10.0% | -6.7%
CC1=Nc2cc(C(=O)N3CCC(C)CC3)ccc2Sc2ccc(Cl)cc21
  9.2% | x | -0.8% | x | -3.2% | x | u | -14.2%
COc1ccccc1NC(c1ccc(Cl)cc1)c1nnc(-c2cccc(F)c2)o1 (configuration not stated)
  3.6% | x | -1.0% | x | 1.1% | x | -13.2% | -28.8%
O=C(CNC(=S)N(Cc1ccccc1)Cc1cccnc1)NC1CC1
  12.9% | -2.5% | 1.7% | 0.5% | 6.3% | 4.7%[10 µM] | -3.1% | -0.3%
CCOC(=O)c1c(-c2ccc(Cl)cc2)csc1NC(=O)CNCc1ccco1
  -0.8% | x | -0.9% | -12.0% | -0.1% | -4.7%[10 µM] | -10.3% | -12.8%
CN1CCN(Cn2cc(/C=C/C(=O)c3ccccc3)c3ccccc32)CC1
  u | x | -3.0% | -12.7% | 3.1% | -10.8% | u | u
O=C(Nc1nc(-c2ccc(F)cc2)cs1)c1cnccn1
  -6.9% | 5.5% | 1.3% | i | -4.1% | 0.5%[10 µM] | -5.3% | 0.3%
O=C(C1CCN(Cc2nc(Cc3cccc(F)c3)no2)CC1)N1CCOCC1
  5.9% | -0.9% | -6.3% | i | -7.3% | 21.4%[10 µM] | 0.7% | 8.9%
C1CN(c2nc3nonc3n3nnnc23)CCO1
  -2.5% | -1.9% | -5.3% | -0.3% | 1.6% | -2.2% | -3.1% | 6.6%
Cc1cc(C)c(C#N)c(SCC(=O)NN2CC(=O)N(c3ccccc3F)CC2=O)n1
  1.0% | 22.0% | -2.7% | i | -3.4% | 36.2%[10 µM] | 6.4% | 5.0%
CC1(C)Oc2ccc3ccc(=O)oc3c2/C(=C/Nc2ccc(O)cc2)C1=O
  7.7% | u | -3.1%[53 µM] | i | 3.7%[53 µM] | -3.6%[10 µM] | -16.7% | 12.6µM*[quencher]
Nc1nc(-c2ccccn2)nc(N)c1Cc1ccccc1F
  11.8% | 3.98µM* | -1.2% | -0.1% | -3.7% | 9.7%[10 µM] | -4.7% | 9.4%
CC(C)Cn1c(C(C)C)nc([N+](=O)[O-])c1Sc1ccc(Cl)cn1
  2.3% | 3.3% | -1.0% | i | -2.2% | 13.9%[10 µM] | -18.5% | -13.2%
OC(CNCC(c1ccco1)N1CCCCC1)c1ccccc1 (configuration not stated)
  -0.6% | -7.4% | 0.5% | -5.5% | 3.2% | 12.4%[10 µM] | 0.7% | 5.6%
COc1cccc(NC(=O)CSc2nc(=O)[nH]c3c2CCCC3)c1
  -12.8% | x | -0.3% | x | 2.6% | x | -7.2% | -7.9%
Cc1ccc(S(=O)(=O)N(C)C)cc1NC(=O)c1cc(C(C)(C)C)nn1Cc1ccccc1
  2.7% | u | 0.9% | 10.1% | 4.2% | -18.9%[10 µM] | -9.6% | -21.6%
CCNC(=S)N/N=C(\C)c1cccc([N+](=O)[O-])c1
  3.3% | -5.2% | -2.3% | -13.8% | -1.5% | 45.4%[0.074 µM] | -2.8% | 3.5%
C/C(CC(=O)Nc1ccccn1)=N\NC(=O)C(=O)Nc1cccc(C)c1
  -0.7% | -4.5% | 1.6% | -0.9% | 1.2% | -16.1% | u | -3.0%
COc1ccccc1NC(=O)c1ccc([N+](=O)[O-])cc1[N+](=O)[O-]
  0.8% | x | -1.2% | 9.8% | -5.7% | 17.9% | -17.3% | -11.3%
CN1CCC(N(C)C(=O)COc2ccc(S(=O)(=O)N3CCOCC3)cc2)CC1
  0.0% | x | 0.0% | i | -5.9% | -3.0% | 7.3% | 5.8%
CC(=O)c1c(-c2ccc(C)cc2)nc2c3ccccc3ccn12
  -4.5% | 6.2% | -1.0% | i | 7.4% | -51.2%[inhibitor] | u | -20.4%
CC(=O)Nc1nc(SCC(=O)Nc2nnc(C)s2)[nH]c(=O)c1NC(=O)c1cccs1
  2.7% | x | 1.1% | -5.1% | -2.5% | -39.4% | -2.0% | -2.3%
